# High-throughput results from PubChem.
# PI5P4K alpha inh – blocks human PI5P4K alpha kinase activity. P48426. PI5P4Kalpha enzyme, ADP-Glo luminescence, 60 min; active compounds read low. max response, %. hit rate 1.2% among 330,000. AID 652105; active = max response of -50% or lower; inconclusive = between -30% and -50%; inactive = -30% or higher; also: value at the top dose of about 77 µM; % is scaled to controls: 0 for no effect and ±100 for the full control effect
# Target sequence (P48426 whole entry, looked up): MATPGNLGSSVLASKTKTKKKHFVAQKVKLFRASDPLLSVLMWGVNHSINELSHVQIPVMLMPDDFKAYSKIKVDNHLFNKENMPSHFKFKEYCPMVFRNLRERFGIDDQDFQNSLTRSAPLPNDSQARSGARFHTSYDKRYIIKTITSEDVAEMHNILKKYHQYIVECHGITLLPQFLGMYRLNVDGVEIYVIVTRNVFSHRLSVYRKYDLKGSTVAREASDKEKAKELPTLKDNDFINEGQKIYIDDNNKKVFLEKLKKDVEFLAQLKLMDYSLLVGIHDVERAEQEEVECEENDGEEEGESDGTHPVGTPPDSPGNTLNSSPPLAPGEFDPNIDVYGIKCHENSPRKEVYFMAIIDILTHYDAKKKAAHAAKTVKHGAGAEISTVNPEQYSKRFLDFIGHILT
#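 ADP-Glo luminescence end-point after a 60 min room-temperature kinase reaction. PI5P4Kalpha and substrate in HEPES pH 7.4 buffer with EGTA, 0.1% CHAPS and 5% DMSO; ATP at 5 microM final.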
# WRN helicase inh – blocks human WRN helicase; Q14191; hit rate 0.46% among 360,000; WRN helicase unwinding, fluorescent forked duplex, kinetic; Potency, µM (highest dose often 114 µM), without a hit: at the top dose activity change, negative = inhibition, usual class: inhibitors; also: potency is read from the fitted curve at half-maximal effect; % is scaled to controls: 0 for no effect and ±100 for the full control effect; nearly all actives have a fitted effect of over 55% in size
#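 WRN at 20 nM final preincubated with compound 15 min at room temperature; reaction started with 100 nM fluorophore/quencher forked duplex oligonucleotide and 2 mM ATP final. Unwinding followed kinetically by red fluorescence (ex 525, em 598 nm).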
# EPAC1 antagonist – antagonists of human EPAC1; O95398; EPAC1 GEF assay, Rap1b-BODIPY-GDP exchange fluorescence; Potency, µM (highest dose often 115 µM), without a hit: at the highest dose activity change, negative = inhibition, actives largely listed as inhibitors; hit rate 0.14% among 360,000; AID 720709;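 also: potency is read from the fitted curve at half-maximal effect; plate controls were vehicle for no effect and positive control for full effect; nearly all actives have a fitted effect of over 50% in size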
# CCT modulator – changes cytosolic chaperonin activity; purified chaperonin ATPase assay, HTRF ADP detection, 30 min; activity change, % (concentration not given with the values), hits read low; hit rate 0.3% among 360,000; AID 651819; in the data active = activity change below about -30%; also: % is scaled to controls: 0 for no effect and ±100 for the full control effect
#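 ATPase activity: ADP formed was measured by HTRF Transcreener (665/615 nm ratio) after 30 min at 37 deg C with 10 uM ATP. Compounds screened at one 76 uM concentration against 40 or 20 nM TRiC in Tris pH 7.4/KCl/MgCl2/DTT buffer.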
# EPAC1 ag – EPAC1 (human) agonism. EPAC1 agonist qHTS, biochemical assay; response scale: 100% = response to 6.5 mM cAMP. Potency, µM (series often up to 154 µM), inactives show at the highest dose activation, most hits filed as activators. hit rate 0.073% among 360,000. AID 720707. O95398; also: potency is read from the fitted curve at half-maximal effect; nearly all actives have a fitted effect of over 60% in size
#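 Fluorescent GDP-exchange assay: 100 nM EPAC1 with 250 nM Rap1B preloaded with BODIPY-GDP and 50 uM GDP; compounds tested as concentration series, 5 min at room temperature, then read every 5 min for 30 min (ex 480/em 540 nm); normalized to 6.5 mM cAMP.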
# MmCpn inh – M. maripaludis TRiC chaperonin inhibition; purified Mm-Cpn ATPase, ADP Transcreener TR-FRET; Potency, µM (top dose mostly 76.9 µM), without a hit: at the top dose activity, negative = inhibition, most hits filed as inhibitors; hit rate 0.031% among 330,000; also: potency is read from the fitted curve at half-maximal effect; % is scaled to controls: 0 for no effect and ±100 for the full control effect; nearly all actives have a fitted effect of over 80% in size
#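 25 nM Mm-CPN + cpd, 10 min 37°C; + 10 uM ATP, 30 min 37°C; buffer 30 mM Tris pH 7.4, 100 mM KCl, 5 mM MgCl2, 1 mM DTT; Transcreener ADP HTRF detection 30 min RT.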
# EPAC2 antag – blocks human EPAC2 exchange factor | Q8WZA2 | EPAC2 GEF exchange of Rap1B-BODIPY-GDP, fluorescence | Potency, µM (titrated, usually from 114 µM), for inactives: top-dose activity, negative = inhibition, most hits filed as inhibitors | hit rate 0.18% among 360,000; also: potency is read from the fitted curve at half-maximal effect; % is scaled to controls: 0 for no effect and ±100 for the full control effect; nearly all actives have a fitted effect of over 45% in size; many of its hits are not listed in these tables
# PLK1 PBD block – inhibitors of human PLK1 polo-box domain binding; Plk1 PBD binding of FITC phosphopeptide, fluorescence polarization; AID 720504; P53350; Potency, µM, inactives show max response, negative = inhibition, actives largely listed as inhibitors; hit rate 2.8% among 360,000; also: potency is read from the fitted curve at half-maximal effect; series mostly up to about 57 µM; % is scaled to controls: 0 for no effect and ±100 for the full control effect; nearly all actives have a fitted effect of over 65% in size
# Target sequence (P53350 whole entry, looked up, the tested form may be a part): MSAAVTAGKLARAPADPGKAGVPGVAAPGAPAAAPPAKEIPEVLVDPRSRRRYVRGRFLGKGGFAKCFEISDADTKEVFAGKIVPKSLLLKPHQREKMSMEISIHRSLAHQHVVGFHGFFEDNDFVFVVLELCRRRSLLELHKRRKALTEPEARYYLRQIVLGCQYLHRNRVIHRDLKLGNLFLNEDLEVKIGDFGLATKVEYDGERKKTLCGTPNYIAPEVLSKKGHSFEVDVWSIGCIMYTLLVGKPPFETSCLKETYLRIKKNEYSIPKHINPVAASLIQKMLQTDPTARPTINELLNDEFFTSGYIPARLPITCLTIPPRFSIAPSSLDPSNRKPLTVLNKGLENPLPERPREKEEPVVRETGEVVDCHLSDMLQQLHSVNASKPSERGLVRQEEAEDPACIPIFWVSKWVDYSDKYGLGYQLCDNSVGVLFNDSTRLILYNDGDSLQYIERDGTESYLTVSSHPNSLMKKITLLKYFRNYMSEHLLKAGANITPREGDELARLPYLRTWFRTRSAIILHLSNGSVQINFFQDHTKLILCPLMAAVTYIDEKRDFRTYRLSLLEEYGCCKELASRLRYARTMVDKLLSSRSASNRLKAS
# Starred values were filed as active, the others as inactive; ? = inconclusive; . = no result given; [ ] = another dose, or the depositor's remark. Unless noted, calls follow the shape of the dose curve; as a rule, active = well fitted curve in the direction sought with a large enough effect; inconclusive = small, poorly fitted or top-dose-only effect, or another doubt; inactive = no such curve, though single readings can be large; an effect the other way counts as inactive or inconclusive.
SMILES,PI5P4K alpha inh,WRN helicase inh,EPAC1 antagonist,CCT modulator,EPAC1 ag,MmCpn inh,EPAC2 antag,PLK1 PBD block
Cc1ccc(NC(=O)CCNS(=O)(=O)c2ccc3c(c2)CCC(=O)N3)cc1C,-2,-5%,3%,0.9,8%,1%,-7%,7%
O=C(NC1CCCC1)c1ccc([N+](=O)[O-])s1,-9,-6%,9%,-3.6,3%,-3%,1%,-9%
Oc1ccccc1-c1cc(-c2ccccc2Cl)[nH]n1,15,-17%,?,-0.5,19%,.,-19%,-2%
COCCSc1ccccc1C(=O)Nc1cc(C)ccn1,5,4%,13%,-1.8,-3%,-1%,5%,-9%
O=C(c1ccc(S(=O)(=O)Nc2ccc(F)cc2)cc1)N1CCN(C(=O)c2ccco2)CC1,1,1%,8%,-1.3,-5%,0%,4%,-5%
C=CC[C@H](CC(=O)N(CCO)Cc1ccccc1)C(=O)N[C@H](COC(=O)[C@@H](CC=C)CC(=O)OC(C)(C)C)Cc1ccccc1,11,-14%,-16%,-2.2,-22%,1%,-12%,-3%
CC(C)(C)OC(=O)N1CCCN(C(=O)c2ccc(Cl)cc2)CC1,4,-4%,1%,-1.5,0%,2%,4%,-5%
COc1cc(OC)cc(OCC(O)Cn2ccnc2)c1 (stereo not given),.,-2%,-7%,-15,-2%,3%,2%,-4%
CCCn1c(CN2CCN(C(=O)c3ccco3)CC2)nc2c1c(=O)n(C)c(=O)n2C,2,5%,?,0.1,6%,?,3%,0%
COc1ccc(NC(=O)CN(C)C(=O)CCCc2nc3ccccc3c(=O)[nH]2)cc1,-3,8%,5%,-0.6,-4%,-2%,10%,-2%
O=C(c1ccco1)N(Cc1ccc2c(c1)OCO2)Cc1cc2cc3c(cc2[nH]c1=O)OCO3,-21,-1%,-9%,-1.0,-11%,-4%,23%,-11%
N#CNC(=Nc1cccc(Cl)c1)Oc1ccccc1,3,3%,-10%,1.0,-4%,0%,-4%,1%
CC(C)(C)OC(=O)N1CCC(C(=O)Nc2ccc(C(=O)N3CCOCC3)cc2)CC1,4,3%,3%,-0.7,6%,3%,-9%,-22%
O=C(COC(=O)c1cccc(Br)c1)Nc1cccc2c1C(=O)c1ccccc1C2=O,?,-14%[57.1 µM],-14%,0.9,16%,-5%,1%,-11%
O=Cc1ccc(C(=O)OCC(=O)NCc2ccco2)cc1,-53*,-18%,-3%,-0.4,4%,1%,-1%,-6%
CCOC(=O)C1=C(C)NC(=O)NC1c1ccc(Br)o1 (stereo not given),-8,-3%,-12%,2.2,-7%,-1%,19%,-6%
CCOc1ccc(NC(=O)C2CC=CCC2C(=O)O)cc1 (stereo not given),.,0%,4%,-2.0,3%,2%,4%,-4%
COc1ccc(NC(=O)CC2C(=O)N(c3cccc(OC)c3)C(=O)N2CCC(C)C)cc1 (stereo not given),.,5%,10%,0.1,3%,0%,-3%,0%
O=C1NC[C@H](CCCCN2C[C@H](Cc3ccccc3)N(CCc3ccccc3)C(=O)C2=O)N(CCc2ccc(O)cc2)C1=O,0,-8%,-21%,0.0,-9%,.,0%,3%
Cc1ccc(Cn2c(SCCN3CCOCC3)nc3c2c(=O)n(C)c(=O)n3C)cc1,.,-9%,-1%,-4.6,12%,0%,13%,-6%
CCN(c1ccccc1)S(=O)(=O)c1ccc(N2CCN(c3ccc(O)cc3)CC2)nc1,-16,-19%,-14%,2.1,2%,2%,-1%,-2%
Cn1ncc(C#N)c1NC(=O)C1CC(c2ccc(Cl)c(Cl)c2)=NO1 (stereo not given),-5,-3%,-9%,1.6,2%,1%,5%,-5%
O=C(NCCc1ccccc1)C1COc2ccccc2O1 (stereo not given),5,8%,0%,0.0,-16%,0%,-1%,-17%
CCOC(=O)c1ccccc1N1C(=O)C2Sc3[nH]c(=O)sc3C(/C=C/c3ccccc3)C2C1=O (stereo not given),?,?,-24%,1.6,15%,-5%,-5%,?
CNC(=O)C1Cc2c(-c3ccc(Cl)cc3)ccnc2O1 (stereo not given),-22,-6%,5%,-1.0,-18%,.,3%,-5%

# Individual results from the list:
# `COCCSc1ccccc1C(=O)Nc1cc(C)ccn1` – PI5P4K alpha inh = 5
# `CNC(=O)C1Cc2c(-c3ccc(Cl)cc3)ccnc2O1` (stereo not given) – EPAC1 ag = -18%
# `Cc1ccc(NC(=O)CCNS(=O)(=O)c2ccc3c(c2)CCC(=O)N3)cc1C` – WRN helicase inh = -5%
# `Oc1ccccc1-c1cc(-c2ccccc2Cl)[nH]n1` – PI5P4K alpha inh = 15
# `CC(C)(C)OC(=O)N1CCCN(C(=O)c2ccc(Cl)cc2)CC1` – EPAC2 antag = 4%

# Following part
SMILES,PI5P4K alpha inh,WRN helicase inh,EPAC1 antagonist,CCT modulator,EPAC1 ag,MmCpn inh,EPAC2 antag,PLK1 PBD block
COCCN(CCOC)S(=O)(=O)c1ccc(C(=O)NC2CCN(Cc3ccccc3)CC2)cc1,6,-2%,0%,-0.8,-5%,0%,104%[activator][11.6 µM],1%
CCOCCCN1C(=O)C2C(C(=O)Nc3ccc(OCC)cc3)C3C=CC2(O3)C1C(=O)NC1CCCCC1 (stereo not given),3,0%,5%,-2.8,-3%,1%,1%,-15%
Cc1cc(N2C(=O)C3C4CCC(C4)C3C2=O)no1 (stereo not given),4,-1%,-10%,-14,-3%,-7%,2%,-18%
Cc1cccn2c(CNCC3(c4ccccc4)CCCC3)c(C(=O)N3CCOCC3)nc12,-3,-27%,-8%,1.0,4%,-2%,-7%,4%
CCN(CC)S(=O)(=O)c1ccc(N2CCCC2)c(NC(=O)CC(C)(C)C)c1,8,-6%,0%,-3.7,3%,0%,0%,-4%
Cc1nc([N+](=O)[O-])c(N2CCOCC2)n1Cc1ccccc1,-1,4%,2%,-1.7,4%,0%,-7%,3%
Cc1ccc(S(=O)(=O)/N=C(\Nc2cccc(C)c2)Nc2nc(C)cc(C)n2)cc1,-9,-14%,-4%,1.9,-1%,0%,1%,-10%
CCCCn1c(N)c(N(CC(C)C)C(=O)c2ccc(-c3ccc([N+](=O)[O-])cc3)o2)c(=O)[nH]c1=O,?,1%,5%,-0.3,-35%[inhibitor],0%,26%,0%
O=C(CNC(=O)c1cccc(S(=O)(=O)N2CCc3ccccc32)c1)Nc1ccc(F)c(F)c1F,-2,1%,-2%,-0.3,-3%,2%,-19%,1%
O=C(CCS(=O)(=O)c1cc(Br)cc2c1N(C(=O)C1CC1)CC2)N1CCN(c2ccccn2)CC1,3,-10%,-5%,-0.3,-9%,0%,-3%,4%
O=C(Nc1ccc2c(c1)OCO2)c1c[nH]c(=O)n(-c2ccc(F)cc2)c1=O,-29,-26%,-1%,0.9,-3%,2%,1%,-13%
COc1cc(/C=N\NC(=O)c2sc(N)nc2C)cc(OC)c1OC,-9,-25%[57.1 µM],-1%,-3.0,4%,2%,6%,2%
Cc1nn(C)c(C)c1S(=O)(=O)N1CCC(C(=O)NC2CCCCC2)CC1,3,3%,3%,1.1,3%,-2%,-10%,-3%
N#Cc1sc2nccc(Nc3ccccc3)c2c1N,-9,-3%,-18%,-6.6,5%,.,3%,-7%
Cc1ccc(CNC(=O)C2CCC(=O)N(CCc3ccc(Cl)cc3)C2)s1 (stereo not given),1,-17%,-17%,-2.2,9%,2%,-3%,-11%
Cc1ccc(-c2nnn(CC(=O)N3CCN(c4ccccc4)CC3)n2)o1,.,-15%,-2%,-1.7,14%,2%,-9%,-4%
CC(C)CCn1c(=O)c2ccccc2n2c(=S)[nH]nc12,-10,-20%,11%,1.1,-5%,1%,-2%,-16%
C/C(=N\N1CCN(C2c3ccccc3-c3ccccc32)CC1)c1ccco1,17,5%,-12%,-0.8,23%,0%,-3%,-11%
Nc1nc(CSCc2ccccc2)nc(N2CCOCC2)n1,1,9%,16%,-0.4,1%,1%,11%,-21%
CCOC(=O)C1=C(c2ccccc2)NC(=S)NC1c1cccc([N+](=O)[O-])c1 (stereo not given),-1,-12%,12%,-4.4,-10%,3%,4%,-10%
O=c1ccc2ccc(OCc3nnc(-c4ccccc4Br)o3)cc2o1,.,-2%,8%,-3.1,-6%,-5%,1%,1%
O=C1c2ccccc2-c2c1cccc2C(=O)N1CCN(C(=O)c2ccco2)CC1,.,-1%,9%,-1.0,1%,2%,5%,-28%
Cc1ccc(C(C(=O)NCc2ccco2)N(C(=O)Cc2cccs2)c2cccnc2)cc1 (stereo not given),1,1%,4%,-7.8,-1%,2%,10%,-12%
CCOCCCNC(=O)C(NC(=O)CC1NC(=O)NC1=O)c1ccc(Cl)cc1 (stereo not given),0,2%[57.1 µM],-16%,1.2,-6%,0%,6%,-3%
NNC(=O)Cn1c(-c2ccccc2)cc(=O)n2ncnc12,0,-3%,0%,1.1,-3%,2%,8%,0%
O=C(CCN1CCOCC1)N/N=C/c1cc([N+](=O)[O-])ccc1OC(F)F,-4,0%,-8%,-0.2,0%,-4%,4%,1%
Cc1ccc(-c2[nH]c3ccccc3c2SCCNC(=O)c2ccc(S(=O)(=O)N3CCOCC3)cc2)cc1,7,-6%,11%,0.1,10%,-17%,-11%,-5%
COc1ccccc1NC(=O)C1CCCN1C(=O)NC1CCCCC1 (stereo not given),2,-2%,-30%,-1.7,4%,2%,4%,1%

# Six of the compounds above, with values under each structure.
# Second line of a record: PI5P4K alpha inh | WRN helicase inh | EPAC1 antagonist | CCT modulator | EPAC1 ag | MmCpn inh | EPAC2 antag | PLK1 PBD block
> Cc1ccc(CNC(=O)C2CCC(=O)N(CCc3ccc(Cl)cc3)C2)s1 (stereo not given)
  1 | -17% | -17% | -2.2 | 9% | 2% | -3% | -11%
> Cc1ccc(-c2nnn(CC(=O)N3CCN(c4ccccc4)CC3)n2)o1
  . | -15% | -2% | -1.7 | 14% | 2% | -9% | -4%
> CC(C)CCn1c(=O)c2ccccc2n2c(=S)[nH]nc12
  -10 | -20% | 11% | 1.1 | -5% | 1% | -2% | -16%
> C/C(=N\N1CCN(C2c3ccccc3-c3ccccc32)CC1)c1ccco1
  17 | 5% | -12% | -0.8 | 23% | 0% | -3% | -11%
> Nc1nc(CSCc2ccccc2)nc(N2CCOCC2)n1
  1 | 9% | 16% | -0.4 | 1% | 1% | 11% | -21%
> CCOC(=O)C1=C(c2ccccc2)NC(=S)NC1c1cccc([N+](=O)[O-])c1 (stereo not given)
  -1 | -12% | 12% | -4.4 | -10% | 3% | 4% | -10%

# Some of the compounds tested; count on the stated rates, not on these rows.
